Source: PubChem BioAssay (several laboratories)
DAGLB inhibitor: DAGLB lipase inhibitors, primary screen, biochemical, fluorescence, HTS. Diacylglycerol lipase-beta (Homo sapiens), Q8NCG7. HEK293T DAGLB membrane lysate, EnzChek fluorogenic substrate. inhibition, % at 5.17 µM. 340,000 tested, 0.059% active; in the data active = inhibition above about 34%;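 note: 0% = enzyme with vehicle and 100% = wells lacking enzyme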
Target sequence (Q8NCG7 whole entry, looked up): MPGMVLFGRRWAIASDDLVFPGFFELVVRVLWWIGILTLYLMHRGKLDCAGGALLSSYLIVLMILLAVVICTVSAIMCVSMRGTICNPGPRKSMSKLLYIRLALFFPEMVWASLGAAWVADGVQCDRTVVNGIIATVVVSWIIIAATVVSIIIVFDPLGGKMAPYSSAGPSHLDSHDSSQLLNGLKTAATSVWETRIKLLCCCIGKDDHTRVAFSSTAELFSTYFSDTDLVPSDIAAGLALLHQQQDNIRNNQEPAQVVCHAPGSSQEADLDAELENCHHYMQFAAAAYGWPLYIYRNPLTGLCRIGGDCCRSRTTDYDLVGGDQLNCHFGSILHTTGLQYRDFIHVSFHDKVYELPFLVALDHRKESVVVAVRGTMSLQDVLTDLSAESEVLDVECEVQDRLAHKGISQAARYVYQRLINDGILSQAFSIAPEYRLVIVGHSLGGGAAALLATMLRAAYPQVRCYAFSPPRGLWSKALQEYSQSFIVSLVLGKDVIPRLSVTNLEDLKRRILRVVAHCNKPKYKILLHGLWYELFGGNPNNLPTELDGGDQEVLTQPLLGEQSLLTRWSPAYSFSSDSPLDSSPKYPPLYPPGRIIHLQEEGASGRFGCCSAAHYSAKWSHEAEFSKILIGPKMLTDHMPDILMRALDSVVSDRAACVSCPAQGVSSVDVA
PfHsp90 set2: growth inhibition of PfHsp90-expressing yeast, primary screen, antimalarial PfHsp90 inhibitor project, S. cerevisiae, BacTiter-Glo luminescence, single point, set 2 | BacTiter-Glo ATP, 48 h; yeast lacking PDR1 and PDR3 efflux regulators | inhibition, % at 9.4 µM | 310,000 tested, 0.32% active | AID 504621, 2011;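 active = every replicate shows inhibition above about 80%, whatever the replicate mean, limit read from the data; inconclusive = mean inhibition reaches the set limit but some replicate falls short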;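 note: 0% = DMSO neutral controls and 100% = 20 µM radicicol positive controls; yeast relying on Plasmodium falciparum Hsp90 in place of its own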
Rtt109 Vps75: inhibitors of C. albicans Rtt109/Vps75 HAT, primary screen, biochemical, ThioGlo CoA-SH fluorescence, plate reader. Histone acetyltransferase RTT109 (Candida albicans (strain SC5314 / ATCC MYA-2876)), …. purified Rtt109/Vps75, 4 h. inhibition, % at 34.9 µM. 330,000 tested, 0.16% active. AID 540336, 2011;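 active = inhibition of at least 50% in every replicate; inconclusive = best replicate reaches 50% inhibition but some replicates fall short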
Target sequence (Q5AAJ8 whole entry, looked up): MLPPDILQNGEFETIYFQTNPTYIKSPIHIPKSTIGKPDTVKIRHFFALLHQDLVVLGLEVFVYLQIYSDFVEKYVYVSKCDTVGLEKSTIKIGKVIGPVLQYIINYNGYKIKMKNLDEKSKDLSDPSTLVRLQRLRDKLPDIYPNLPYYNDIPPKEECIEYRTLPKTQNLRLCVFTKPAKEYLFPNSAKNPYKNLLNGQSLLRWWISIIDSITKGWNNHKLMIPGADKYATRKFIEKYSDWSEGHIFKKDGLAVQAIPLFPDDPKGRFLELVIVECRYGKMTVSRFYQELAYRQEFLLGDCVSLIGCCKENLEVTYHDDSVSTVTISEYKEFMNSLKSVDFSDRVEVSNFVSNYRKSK
AddAB inh: growth inhibition of E. coli expressing H. pylori AddAB, primary screen, AddAB inhibitor project, absorbance | inhibition, % at 11.9 µM | 330,000 tested, 0.29% active; in the data active = inhibition above about 12%;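 note: 0% = vehicle wells of infected cells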
E coli growth: E. coli V3065 growth inhibition, primary screen, counter-screen for AddAB inhibitor project, absorbance, OD600 | 18 h | inhibition, % at 11.9 µM | 330,000 tested, 0.27% active | AID 449728, 2010;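 active = inhibition above the campaign's mean inhibition across all tested compounds plus 3 SD, cut at about 9.9% in these data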;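 note: uninfected addAB+ strain grown without phage in ampicillin broth; 0% = DMSO wells and 100% = ciprofloxacin 0.95 µg/ml wells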
Wnt bcat act: Wnt/beta-catenin pathway activators, primary screen, cell-based, plate reader, single point | activation, % at 9.35 µM | Wnt/beta-catenin reporter cell assay, activator | 300,000 tested, 1.2% active; in the data active = activation above about 30%, passing the limit was not always enough; inconclusive = no clear call, values can overlap the other calls;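 note: 0% = neutral control wells and 100% = positive control wells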
phage Ecoli inh: growth loss of phage-infected E. coli, primary screen, RecBCD inhibitor project, absorbance, with phage, HTS. inhibition, % at 11.9 µM. 360,000 tested, 0.26% active; in the data active = inhibition above about 11%
PvdQ acylase: P. aeruginosa PvdQ acylase inhibitors, primary screen, biochemical, fluorescence, plate reader and imaging, single point | PvdQ acylase [Pseudomonas aeruginosa LESB58] | 340,000 tested, 0.063% active | inhibition, % at 10 µM | purified PvdQ acylase; in the data active = inhibition above about 30%, passing the limit was not always enough; inconclusive = no clear call, values can overlap the other calls;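 note: 0% = vehicle neutral wells and 100% = reference inhibitor wells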
Tat transport: E. coli Tat export inhibitors, primary screen, MC4100, TorA-mCherry reporter, fluorescence, single point | inhibition, % at 10 µM | 340,000 tested, 0.036% active | AID 488895, 2010;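 active = mean replicate inhibition at least 50% and at least half of replicates individually reaching 50%; inconclusive = only one of the two criteria met; inactive = neither criterion met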;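 note: exported cargo escapes ClpAP degradation while cytoplasmic cargo is degraded and loses fluorescence; 0% = median of neutral control wells and 100% = median of NaSCN control wells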
CAL PDZ FP: CAL PDZ peptide-binding inhibitors, primary screen, biochemical, fluorescence polarization, Cer-tagged CAL PDZ, HTS | Golgi-associated PDZ and coiled-coil motif-containing protein (Homo sapiens), Q9HD26 | purified CAL PDZ, TMR-peptide fluorescence polarization, 1 h | inhibition, % at 20 µM | 330,000 tested, 0.02% active | AID 504414, 2011;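 active = highest replicate inhibition of at least 40%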;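 note: plate controls were DMSO neutral control wells for no effect and unlabeled competitor peptide control wells for full effect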
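material = purified tagged CAL PDZ domain construct (CerCALP) | compound dosing = 20 µM, one dose | times = 1 h at RT | measured by = fluorescence polarization from S- and P-plane intensities, G-factor corrected | read-out = inhibition from polarization loss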
An asterisk follows results filed as active; ? = inconclusive; . = not tested or not shown.

molecule	DAGLB inhibitor	PfHsp90 set2	Rtt109 Vps75	AddAB inh	E coli growth	Wnt bcat act	phage Ecoli inh	PvdQ acylase	Tat transport	CAL PDZ FP
COc1ccc(Cl)cc1C(=O)NCCS(=O)(=O)N1CCN(c2ccccc2F)CC1	-3	4	22	-0.6	-0.2	-2	0.3	-5	6	0.2
CC(=O)c1ccc(NC(=O)C2CCN(S(=O)(=O)c3cccs3)CC2)cc1	-3	2	-4	2.0	-0.2	6	-1.2	-5	-2	-0.1
O=C(CSc1nnc(-c2ccco2)n1Cc1ccco1)N1CCOCC1	1	18	-7	3.1	5.0	-2	0.6	-11	-3	.
C=C1CCN(CC(=O)OC)S(=O)(=O)c2ccccc21	0	6	-21	4.0	3.1	0	1.4	-25	-8	-0.3
Cc1ccc(S(=O)(=O)N2CCCOC2CNC(=O)C(=O)NCCc2c[nH]c3ccccc23)cc1 (stereo unspecified)	2	-16	14	2.5	-1.6	.	1.0	10	3	0.1
C=C(C)[C@@H]1CC=C(CN2CCC(N3CCC(C(=O)N4CCCC4)CC3)CC2)CC1	1	4	-1	3.6	-2.3	-5	2.6	-8	-6	-0.5
CC(C)(C)c1cc(CSC(=S)NC2CCS(=O)(=O)C2)c(Br)c(C(C)(C)C)c1 (stereo unspecified)	-1	8	-9	0.8	-2.0	-1	1.1	-6	11	-0.1
C/C(=N\NC(=S)NCc1ccccc1)c1ccccc1F	-3	-16	1	-3.3	-2.0	1	3.1	-8	0	-2.9
CCOc1cc(N2CCOCC2)c(OCC)cc1NC(=O)Cc1ccccc1OC	-1	11	16	4.2	1.9	.	3.9	6	2	0.8
CCC(C)NCCOCCOc1ccc(C)cc1Br (stereo unspecified)	0	22	3	3.1	1.2	-4	4.1	8	-9	0.9
CCOC(=O)N1CCN(S(=O)(=O)c2ccc(C(=O)NNc3nc4c(C)cc(C)cc4s3)cc2)CC1	.	.	.	7.5	8.0	2	9.3	.	.	.
Cn1nccc1C(=O)Nc1ccc2c(c1)OCO2	1	.	-3	0.7	2.5	13	2.1	0	9	-0.6
Cc1cccc(C)c1NC(=O)c1cccnc1	-2	6	4	1.8	1.7	-1	0.9	-2	-7	-12
CC(=O)c1c(C)[nH]c(C(=O)Nc2c(C)n(C)n(-c3ccccc3)c2=O)c1C	1	-16	.	2.1	-0.9	-10	4.0	-9	1	-1.4
COc1ccc(CCn2c(C)cc(C(=O)COC(=O)c3ccc(NC(=O)CC#N)cc3)c2C)cc1	2	-22	8	5.0	-1.4	.	.	-10	2	-1.0
CCOC(=O)N1CCN(C(=O)CNC(=O)c2ccccc2F)CC1	2	.	-7	-2.2	-1.0	5	2.5	-11	-3	-0.4
Cc1ccc(/C=N/NC(=O)c2cccc(S(=O)(=O)N3CCOCC3)c2)o1	-1	12	-2	1.3	1.2	-11	-1.7	-12	-6	-1.6
COc1ccc(N2C(=O)CCC(C(=O)N3CCC(C(N)=O)CC3)C2c2ccc(F)cc2)cc1 (stereo unspecified)	0	5	-2	1.5	2.0	.	1.2	0	2	-0.8
COc1cccc(C(=O)OCC(=O)NC23CC4CC(CC(C4)C2)C3)c1	-2	3	6	0.7	-0.9	-2	0.8	-14	-5	-0.7
S=C(Nc1ccc(Oc2ccccc2)cc1)NC1CCCCCC1	-11	-61	-4	12	6.5	.	5.5	-7	0	-0.4
c1ccc(-c2ccccc2-c2nc(-c3ccncc3)no2)cc1	-4	3	13	-1.9	-1.3	.	3.5	4	9	-2.8
CCc1cccc(CC)c1-n1c(SCC(=O)N2CCc3ccccc3C2)nnc1-c1cccnc1	-1	15	5	1.0	-3.1	-9	3.9	-15	-4	-1.9
Cc1ccc(NC(=O)CCc2nc3ccccc3[nH]2)cc1C	1	-4	2	8.3	3.9	-1	5.1	4	-1	-1.2
O=C(CNC(=O)c1ccc2c(c1)OCCO2)N/N=C/c1ccc([N+](=O)[O-])cc1	-1	-3	-16	2.5	-1.3	-2	-0.1	-8	-1	-1.2

Arranged by molar mass (smallest number first): part of the list above.
molecule	DAGLB inhibitor	PfHsp90 set2	Rtt109 Vps75	AddAB inh	E coli growth	Wnt bcat act	phage Ecoli inh	PvdQ acylase	Tat transport	CAL PDZ FP
c1ccc(-c2ccccc2-c2nc(-c3ccncc3)no2)cc1	-4	3	13	-1.9	-1.3	.	3.5	4	9	-2.8
COc1cccc(C(=O)OCC(=O)NC23CC4CC(CC(C4)C2)C3)c1	-2	3	6	0.7	-0.9	-2	0.8	-14	-5	-0.7
CCc1cccc(CC)c1-n1c(SCC(=O)N2CCc3ccccc3C2)nnc1-c1cccnc1	-1	15	5	1.0	-3.1	-9	3.9	-15	-4	-1.9

Additional records.
molecule	DAGLB inhibitor	PfHsp90 set2	Rtt109 Vps75	AddAB inh	E coli growth	Wnt bcat act	phage Ecoli inh	PvdQ acylase	Tat transport	CAL PDZ FP
Cc1ccc(C2(C)NC(=O)N(CC(=O)NC(=O)NC(C)(C)C)C2=O)cc1 (stereo unspecified)	0	-4	-2	2.2	1.1	-2	-1.5	-13	-2	-3.2
O=C1OC(Cc2ccccn2)C(O)=C1C1=NCCCN1 (stereo unspecified)	1	20	2	-0.3	-3.0	6	4.3	-1	0	-2.8
NS(=O)(=O)c1ccc(CCNC(=O)CNC(=O)c2ccc(Oc3ccccc3)cc2)cc1	-5	-6	-7	0.7	-1.4	-1	-1.4	-13	-1	-1.5
COC(=O)c1ccc(S(=O)(=O)NNC(=O)COc2ccc(C)cc2)cc1	3	8	-3	3.2	1.4	.	-1.0	-18	-1	-0.5
C=CCC1C=CCC(CC=C)N1C(=O)c1ccccc1[N+](=O)[O-] (stereo unspecified)	1	13	1	2.4	3.3	-6	1.2	-16	-1	-0.7
CC1(C)CCc2cc(-c3ccn(S(=O)(=O)c4ccccc4Cl)n3)ccc2O1	.	.	.	0.9	-0.3	?	1.2	.	.	.
Cc1c(NC2=CC(=O)CC(C)(C)C2)ccc([N+](=O)[O-])c1C	0	7	.	1.1	-2.0	-2	3.7	12	1	-2.1
O=C(c1ccccc1[N+](=O)[O-])n1cnc2ccccc21	1	9	0	0.7	-1.4	-1	4.7	-12	-4	-2.2
O=C(Nc1nc2ccccc2[nH]1)c1ccccc1OC(F)F	0	6	2	1.1	-0.4	22	0.1	-4	-3	0.2
O=C(CC(=O)NC1CCCCC1)N/N=C/c1cccc2ccccc12	-4	-21	0	3.0	-1.3	.	1.1	5	8	-0.7
O=C(NCC(c1cccs1)N1CCOCC1)c1cc(S(=O)(=O)N2CCOCC2)ccc1F (stereo unspecified)	-3	13	.	-0.5	2.5	-2	0.4	-16	3	-1.5
Cc1nc(SCCc2ccccc2)[nH]c(=O)c1C	-1	9	-11	0.3	1.4	.	.	-2	-3	-0.1
CCN(CC)c1nc(N2CCOCC2)nc2ccccc12	-2	6	-7	0.5	1.5	2	6.5	6	0	0.3
COc1ccc(OC)c(NC(=O)C2C3CC4OC(=O)C2C4C3)c1 (stereo unspecified)	2	5	-12	2.5	0.1	-4	2.7	-2	-2	0.4
Cc1ccc(NC(=O)CCN2CCOCC2)cc1C	-1	-8	-1	.	.	2	0.6	-11	6	-0.6
O=c1cc(-c2ccccc2Cl)oc2c([N+](=O)[O-])c(O)cc(O)c12	10	-30	1	2.6	-0.2	-3	3.8	-6	11	-6.8
Cc1nnc(SCC(=O)N2CCC(Cc3ccccc3)CC2)n(N)c1=O	-2	40	-3	3.7	-0.5	.	0.8	-12	-8	-0.9
CC(O)(c1ccccc1)c1ccc2ccccc2n1 (stereo unspecified)	-3	-25	-13	.	.	-5	0.9	-16	1	-0.7
CCCN(C(=O)COC(=O)CNS(=O)(=O)c1ccc(NC(C)=O)cc1)C1CCS(=O)(=O)C1 (stereo unspecified)	0	2	2	.	.	0	3.2	-7	-7	0.9
CCOc1ccc(C(=O)CCC(=O)NCC(=O)Nc2c(C)cccc2C)cc1	-1	-5	2	-0.4	-0.5	-1	-0.4	-19	6	0.8
CC(=O)c1ccc(C(=O)N(CCN(C)C)c2nc3c(Cl)cccc3s2)cc1	0	-1	15	4.1	0.8	13	3.2	2	5	-1.2
COc1ccc(C(=O)N/N=C(\C)c2cccc(NC(=O)c3ccc(F)cc3)c2)c(OC)c1	-4	9	30	1.4	1.8	3	2.5	-2	3	-2.2
O=C(OCC(=O)N1CCN(C(=O)c2ccco2)CC1)C1=COCCO1	1	4	-4	1.5	-1.2	.	1.4	-3	-4	-1.0
C=CCNC(=S)NNC(=O)c1ccc(Br)cc1	1	7	-8	0.3	-2.6	.	-0.4	-15	-9	-2.1
COc1ccccc1N(CC(=O)NCCc1ccccc1)C(=O)CCC(=O)Nc1ccccn1	0	-13	1	1.6	1.3	-9	2.6	-5	3	-1.6
CCc1nnc(NC(=O)[C@@H](NC(=O)c2cccc(S(=O)(=O)N(CC)CC)c2)C(C)C)s1	0	10	4	0.6	0.9	.	0.5	9	-3	-3.0
COc1ccccc1CC(=O)Nc1ccccc1O	1	6	-4	-1.8	0.4	-4	2.3	-9	-1	-0.3
COc1ccc(OCC(=O)OCC(=O)NCc2ccco2)cc1	-1	-5	1	4.8	2.1	.	3.2	-2	4	0.4
Cc1cccc([N+](=O)[O-])c1NC(=O)CN(Cc1ccccc1)Cc1ccccc1	-3	4	22	3.1	-0.9	-3	0.2	5	9	-3.0
CCOCCCNC(=O)CCc1ccc(S(=O)(=O)Nc2ccc(C)cc2)cc1	-1	-5	-3	-1.6	-2.8	-2	0.9	18	6	-0.2
COc1ccc(C(CCc2ccc(C)o2)NC(=O)Nc2ccc(OC)cc2OC)cc1 (stereo unspecified)	3	-1	8	-1.3	-1.6	.	1.9	2	6	.
COc1ccc(CCN2C(=NC(=O)CCC(=O)O)SC3CS(=O)(=O)CC32)cc1 (stereo unspecified)	1	15	1	0.3	2.5	6	2.4	-5	-1	-2.6
COc1ccc([C@@H]2[C@@H]3C(=O)N(C(C)(C)C)C(=O)[C@@H]3[C@]3(C)C(=O)N(c4ccc(C(F)(F)F)cc4)C(=O)N23)cc1	-4	-21	2	-0.9	-0.9	-4	3.7	-18	4	0.5
CCOc1ccc(-c2nc(CSCC(=O)N3CCN(c4cccc(OC)c4)CC3)c(C)o2)cc1	-4	-13	4	3.2	-0.8	-2	1.0	3	9	0.1
Cc1ccccc1-c1cnn(-c2cccc([N+](=O)[O-])c2)c1N	-2	-14	-4	2.2	1.0	2	3.2	-13	8	0.4
C=CCOc1cccc(C2C(C(=O)c3ccc(C)o3)=C(O)C(=O)N2CCN(C)C)c1 (stereo unspecified)	-4	-45	9	1.0	-0.4	0	-0.2	-7	-3	.
CC(C)(C)NC(=O)NC(=O)COC(=O)CCC1CCCCC1	-3	-17	-3	-1.4	-0.4	-2	3.2	-15	14	-1.5
O=C(Cn1nc(-c2ccccc2)c2ccccc2c1=O)Nc1ccc(F)cc1	-1	5	1	3.2	-1.5	0	2.4	-13	4	-0.8
